NCI-60 one-dose screen, 48 h, at 10 µM unless noted. Numbers give growth in % (100 = growth as untreated, 0 = no growth, -100 = all killed).
IGROV1 – IGROV1 ovarian cancer; actives 4.7% (n = 79,000)
DU-145 – DU-145 prostate cancer; actives 4.2% (n = 81,000); AID 1794760
SK-OV-3 – SK-OV-3 ovarian cancer cells; actives 3.2% (n = 80,000)
OVCAR-3 – OVCAR-3 ovarian cancer; actives 7% (n = 79,000)
NCI/ADR-RES – NCI/ADR-RES ovarian cells; AID 1794790; actives 4.4% (n = 81,000)
OVCAR-4 – OVCAR-4 ovarian cancer cells; actives 3.7% (n = 80,000)
OVCAR-5 – OVCAR-5 ovarian cancer | actives 2.9% (n = 82,000) | AID 1794783
OVCAR-8 – OVCAR-8 ovarian cancer; actives 4.4% (n = 81,000); AID 1794782
* hit, by the source's call; . = no result given; & = joins results of further samples; [ ] = remark or other dose. Rule for the calls: active = growth percent below 10; inactive = the rest.

SMILES	IGROV1	DU-145	SK-OV-3	OVCAR-3	NCI/ADR-RES	OVCAR-4	OVCAR-5	OVCAR-8
COC(=O)[C@]12CC[C@@H](C)[C@H](C)[C@@H]1C1=CC[C@@H]3[C@@]4(C)C[C@@H](OC(C)=O)[C@H](O)[C@@](C)(COC(C)=O)[C@@H]4[C@H](O)C[C@@]3(C)[C@]1(C)CC2	-61*	-92*	-81*	-79*	-64*	-70*	-76*	-54*
O=c1c2cc(F)ccc2sc2c(NCCCO)nc3ccccc3c12	77	87	97	107	78	83	93	94
C=CCn1c(SC/C(=N\O)c2ccc(C)cc2)nnc1-c1c[nH]c2ccccc12	77	102	100	106	99	94	99	92
CCC(O)(c1ccccc1)c1ccccc1	107	.	110	110	110	107	97	104
O=C(CBr)OCc1ccc([N+](=O)[O-])o1	11	108	105	104	101	78	101	97
CCCCC[C@H]1C/C=C2/C(=O)C(Cl)=C[C@@H]2C/C=C\CCCC(=O)O1	-61*	-83*	-15*	-89*	12	16	-65*	-19*
CC(=O)[C@@H]1CC[C@]2(C(=O)NC3CCCCC3)CC[C@]3(C)[C@H](CC[C@@H]4[C@@](C)(CCC#N)[C@H](C(C)=O)CC[C@]43C)[C@@H]12	95	110	103	112	98	97	97	100
N#C/C(=N\Nc1ccc(F)cc1)C(=O)C1CC1	82	96	87	81	111	62	113	88
COc1ccc(/C=N/Nc2nc(-c3ccc(F)cc3)c(C#N)c(N3CCOCC3)n2)cc1O	69	78	88	87	90	80	104	76
O=C(O)c1cccc([N+](=O)[O-])c1C(=O)O	111	107	109	109	102	100	98	108
CC(C)OC(=O)Nn1cnc2ccccc21	24	103	114	111	110	126	97	111
CSc1ccc2c(c1)N(C(=O)/C(C#N)=C/c1ccc(C)cc1)c1ccccc1S2	93	102	97	104	91	77	88	93
N#CCCOC(=O)c1ccccc1	107	119	108	117	111	115	108	97
O=Cc1c(OCc2cnnn2CC(=O)Nc2ccc([N+](=O)[O-])cc2)ccc2ccccc12	93	109	.	103	99	98	105	97
O=C(O)c1ccc(-n2cc(CNc3ccc(F)cc3)c(-c3ccc(C(F)(F)F)cc3)n2)cc1	95	98	95	84	87	87	106	72

Record cards, from the list above:
C=CCn1c(SC/C(=N\O)c2ccc(C)cc2)nnc1-c1c[nH]c2ccccc12 is listed as IGROV1: 77; DU-145: 102; SK-OV-3: 100; OVCAR-3: 106; NCI/ADR-RES: 99; OVCAR-4: 94; OVCAR-5: 99; OVCAR-8: 92
O=C(CBr)OCc1ccc([N+](=O)[O-])o1 is listed as IGROV1: 11; DU-145: 108; SK-OV-3: 105; OVCAR-3: 104; NCI/ADR-RES: 101; OVCAR-4: 78; OVCAR-5: 101; OVCAR-8: 97

Next compounds follow.
SMILES	IGROV1	DU-145	SK-OV-3	OVCAR-3	NCI/ADR-RES	OVCAR-4	OVCAR-5	OVCAR-8
c1ccc2c(c1)nc(-c1ccncc1)c1cccn12	102	105	105	117	122	118	104	100
Cc1nc(N)[nH]c(=O)c1CCCNc1ccc([N+](=O)[O-])cc1	93	.	90	100	100	92	94	96
CC(=O)OC[C@@]1(C)C2CC[C@]3(C)C(CC=C4C5CC(C)(C)CC[C@]5(C(=O)Nc5cccc(C)c5)CC[C@]43C)[C@@]2(C)C[C@@H](OC(C)=O)[C@@H]1OC(C)=O (stereo partly drawn)	62	48	60	47	36	39	81	40
CC1CCc2c(sc3nc(Nc4ccccc4)sc(=O)c23)C1 (stereo not drawn)	110	99	98	118	101	101	102	103
CO[C@H](C(=O)[C@@H](O)[C@@H](C)O)[C@@H]1Cc2cc3cc(O[C@H]4C[C@@H](O[C@H]5C[C@@H](O)[C@H](O)C(C)O5)[C@H](O)C(C)O4)c(C)c(O)c3c(O)c2C(=O)[C@H]1O[C@H]1C[C@@H](O[C@H]2C[C@@H](O[C@H]3C[C@@H](OC)[C@H](O)C(C)O3)[C@@H](O)C(C)O2)C(O)(O)C(C)O1 (stereo partly drawn)	22	19	15	9.3*	87	22	14	9.5*
O=C(CCl)NC(Cc1c[nH]c2ccccc12)C(=O)O (stereo not drawn)	102&116	110&110	93&102	105&108	105&106	105&110	96&103	99&120
CC12CCC(CC1)C2(C)C	101	122	102	124	105	77	115	113
CS(=O)(=O)OCc1ccc(COS(C)(=O)=O)cc1	94	103	103	104	106	110	103	104
O=S=C1C(=O)Nc2cc(Br)ccc21	72	108	88	103	96	96	98	101
Cc1ccc(Nc2ncnc3sc4c(c23)CCN(Cc2ccccc2)C4)cc1	58	96	91	.	91	97	103	96
CCN(CC)CCC(C#N)(CCN(C)C)c1ccccc1 (stereo not drawn)	106	109	114	109	102	93	102	102
O=C(CN1C(=O)S/C(=C\c2ccc(Cl)cc2)C1=O)Nc1ncc(Cc2ccccc2Cl)s1	98	110	96	113	106	109	104	103
COc1ccc(OC)c(-c2nc(SCC(=O)c3ccc(Br)cc3)nc(Nc3cccc(S(N)(=O)=O)c3)c2C#N)c1	91	87	98	.	91	76	103	86
N#C/C(=C\c1ccc(-c2cccc(C(F)(F)F)c2)o1)c1ccc(Cl)cc1	59	102	81	98	98	77	92	102
CC(C)=NNc1cnnc2ccc([N+](=O)[O-])cc12	87	116	95	102	94	91	.	98
CN1C(=O)C(C2=NN(c3ccc(Cl)cc3)C(c3ccc(F)cc3)C2)C(=O)N(C)C1=O (stereo not drawn)	104	96	110	103	102	116	107	96
O=C(NC(CSSCC(NC(=O)c1ccccc1)C(=O)O)C(=O)O)c1ccccc1 (stereo not drawn)	97	114	102	100	97	128	105	104
Cc1ccc(NC(=O)NCn2c(=O)[nH]c3ccccc3c2=O)cc1	77	89	58	88	71	51	94	40
O=S(=O)(Nc1nc2ccccc2[nH]1)c1ccc(F)cc1	90	107	78	108	91	89	79	94
Cc1cc(C)c(N2C(=O)CC(Nc3cccc(C)c3C)C2=O)c(C)c1 (stereo not drawn)	96	107	113	111	103	99	103	102
COc1cc(/C=C/C(=O)c2ccc(S(=O)(=O)NCCNc3nc(Nc4ccc(F)cc4)nc(N(C)C)n3)cc2)cc(OC)c1OC	-49*	5.6*	109	-88*	47	23	-23*	-65*
Cc1cc(O)c(/C=N/C(=S)NCCc2ccccc2)c(=O)o1	102	.	100	99	104	111	102	99
Nc1c(C(=O)Nc2cccc(Br)c2)sc2nc3c(cc12)C(=O)CCC3	44	1.2*	5.7*	5.5*	27	77	59	.
COc1cccc(/C(C)=C2\SC(=S)NC2=O)c1	115	111	113	120	109	102	112	108
CN1CCN(c2ccc(C(=O)/C=C3\C(=O)Nc4ccccc43)cc2)CC1	104	112	100	110	108	.	101	103
COc1ccc(/C=C(\c2cc(OC)c(OC)c(OC)c2)c2nnc(-c3ccc(Cl)cc3Cl)o2)cc1	67	109	95	89	77	116	88	90
COc1ccc2c3c([nH]c2c1)[C@H]1C[C@H]2[C@H](C[C@@H](O)[C@H](OC)[C@H]2CO)CN1CC3	29	125	137	111	107	101	110	94
CCCCSc1nc(Nc2ccc(C(C)=O)cc2)c(C#N)c(-c2ccc(F)cc2)n1	101	95	110	121	93	99	100	79
Cc1ccccc1C(O)(c1ccccc1)c1ccccc1C	103	.	103	.	97	107	85	107
CC(C)(C)c1ccc(C(=O)Nc2c3c(nn2-c2cccc(Cl)c2)CSC3)cc1	94	106	107	99	90	90	95	93
CC(C)C1CCC(OC(=O)CCl)CC1 (stereo not drawn)	113	112	111	117	108	100	100	106
O=S(=O)(c1ccc(Br)cc1)c1nc(-c2ccccc2)oc1NCCCn1ccnc1	93	102	92	81	77	76	87	87
C=C(C)[C@@H]1C/C=C(\COC(=O)[C@H](OC(C)=O)C(NC(=O)c2ccccc2)c2ccccc2)CC[C@H]2O[C@]2(C)CC/C=C(\C)CC1 (stereo partly drawn)	46[5 µM]	87[5 µM]	88[5 µM]	.	63[5 µM]	62[5 µM]	89[5 µM]	87[5 µM]
S=c1c2ccccc2nc2n1CCc1c-2[nH]c2ccccc12	48	68	42	67	50	50	87	29
N#Cc1cnc(N)nc1N	112	109	108	116	110	109	106	99
O=C(NCCN1CCOCC1)c1ccc2c(c1)nc(Nc1cccc(Cl)c1)c1ccncc12	94	102	104	102	105	101	101	100
COc1ccc(-c2nc3ccc(C(=O)N=Nc4c(O)[nH]c5ccc(OC)cc45)cc3[nH]2)cc1	107	102	110	109	103	104	109	94
COc1ccc(C2=NNC(c3ccc(Oc4nc5c(c(=O)n(C)c(=O)n5C)n4C)c(OC)c3)C2)cc1 (stereo not drawn)	105	109	117	108	87	98	102	94
O=c1ccn(CCCOc2ccccc2Cl)c(=O)[nH]1	102	103	123	96	102	105	100	125
C=C1C(=O)O[C@H]2[C@H]1CC/C(COC(=O)NCCc1c[nH]c3ccccc13)=C\CC[C@@]1(C)O[C@@H]21	-17*	12	89	-66*	66	38	57	36
CC(=O)N1c2cc3ccccc3cc2N(C(C)=O)c2cc3ccccc3cc21	96	116	97	104	89	104	98	99
CC(=O)/C(C)=N\OC(=O)Nc1ccccc1	103	104	90	104	101	98	93	106
CCOC(=O)C1[C@@H]2C(=O)N(c3ccc(Cl)cc3)C(=O)[C@@H]2[C@H](c2cn(-c3ccccc3)nc2C)N1Cc1ccccc1 (stereo partly drawn)	102	99	109	84	83	94	103	95
COC(=O)c1cc(C)n(-c2ccc(C)cc2)c1C	92	104	106	103	104	79	87	98
FC(F)(F)c1cc(-c2nnc3n2N=C(N2CCCC2)CS3)cc(C(F)(F)F)c1	87	87	21	54	80	102	106	74
COc1ccc(C2CC(c3ccc4c(c3)OCO4)=Nc3c(N)nc(SC)nc3N2)cc1 (stereo not drawn)	54	101	83	81	64	67	101	95
CC(C)c1cccc(Br)c1	83	119	102	115	88	100	91	84
CCOC(=O)/C=C1/S/C(=N/NC(=O)COc2cc(=O)n(C)c3ccccc23)N(c2ccccc2)C1=O	91	106	99	109	94	107	100	96
Cc1cnc([C@]23CC[C@@H](C)[C@H](C)[C@H]2C2=CC[C@@H]4[C@@]5(C)Cc6c([nH]c7ccccc67)C(C)(C)[C@@H]5CC[C@@]4(C)[C@]2(C)CC3)o1	26[100 µM]	70[100 µM]	74[100 µM]	84[100 µM]	68[100 µM]	.	60[100 µM]	39[100 µM]
O=C1c2ccccc2C(=O)N1c1ccc([N+](=O)[O-])cc1	100	109	104	108	103	102	103	108
CNC(=O)OC(C)(C)C#N	107	100	95	105	94	96	113	120
O=C1c2cccnc2C(=O)c2nc3cc(N4CCN(C5CC5)CC4)ccc3nc21	-14*	-76*	-79*	-1.6*	20	-88*	-82*	-15*
CCOC(=O)c1ccc(Nc2nc(NN)nc(-c3ccc(OC)cc3)c2C#N)cc1	108	113	119	107	113	104	104	116
CC(C)(C)CC(C)(C)Nc1c(-c2ccc(C(F)(F)F)cc2)nc2cnccn12	67	93	83	85	82	79	102	89
CCOC(=O)c1cn2c3c(cc(C)cc3c1=O)C(=O)/C(=C/c1cccc(Cl)c1Cl)C2	89	113	92	112	109	105	100	98
O=C1c2ccccc2C(=O)c2c(NCCN=Cc3ccccc3O)cccc21	52	-26*	57	72	60	72	79	21
Cc1ccc(NC(=O)c2ccc(CN3CCN(C)CC3)cc2)cc1Oc1ccc(-c2[nH]nc3ncnc(N)c23)cc1	90	106	94	88	100	99	101	100
CCCCCCCCC/C(=N\NC(=O)c1ccncc1)c1ccc(O)c(O)c1O	25	28	24	26	7.6*	.	49	14
N#Cc1cnc2ccc(-c3cnc(N)nc3)cc2c1N1CCc2cc(F)c(Cl)cc21	-45*	13	0.1*	8.9*	6.2*	12	20	12
CS(=O)c1nc2ncc([N+](=O)[O-])c(=O)n2[nH]1 (stereo not drawn)	103	103	104	106	106	103	101	100

Three compounds out of the list, sorted by molar mass, highest first:
SMILES	IGROV1	DU-145	SK-OV-3	OVCAR-3	NCI/ADR-RES	OVCAR-4	OVCAR-5	OVCAR-8
C=CCn1c(SC/C(=N\O)c2ccc(C)cc2)nnc1-c1c[nH]c2ccccc12	77	102	100	106	99	94	99	92
CC(C)(C)CC(C)(C)Nc1c(-c2ccc(C(F)(F)F)cc2)nc2cnccn12	67	93	83	85	82	79	102	89
CC(C)c1cccc(Br)c1	83	119	102	115	88	100	91	84

Continuation.
SMILES	IGROV1	DU-145	SK-OV-3	OVCAR-3	NCI/ADR-RES	OVCAR-4	OVCAR-5	OVCAR-8
COc1cc(C(=O)N2CCN(C(=O)c3ccco3)CC2)c(N)cc1OCc1ccccc1	-5.4*	115	113	105	102	93	107	100
CCCCOC(=O)C(N)Cc1c[nH]c2ccccc12 (stereo not drawn)	89	114	95	98	106	106	102	.
CCOc1ccc(/C=C2/NC(=O)NC2=O)cc1Cl	102	80	111	78	100	.	107	107
O=C(Nc1ccc(Nc2ncnc3[nH]ccc23)cc1)c1ccccc1	104[1 µM]	111[1 µM]	102[1 µM]	104[1 µM]	106[1 µM]	106[1 µM]	99[1 µM]	103[1 µM]
COC(=O)c1nn2c(c1C(=O)OC)CC(c1ccccc1)N(S(=O)(=O)c1ccccc1)C2C (stereo not drawn)	82	123	101	134	85	95	97	100
O=C(O)CCC(NC(=O)OCc1ccccc1)C(=O)O (stereo not drawn)	.	99	82	103	107	106	105	.
OCCCN1CCCCC1CO (stereo not drawn)	100	117	99	103	105	.	99	103
Cc1cccc(NC(=O)/C(=C/N2C(=O)SCC2=S)N2CCOCC2)c1C	95	107	98	104	99	102	97	100
COc1ccc(-c2cc(=O)oc3c4c(ccc23)OCN(Cc2ccc(F)cc2)C4)cc1	64	73	74	52	46	35	80	57

Screens: PubChem BioAssay, NCI
